EPAC1 antagonist: qHTS for Antagonist of cAMP-regulated guanine nucleotide exchange factor 3 (EPAC1): primary screen. EPAC1 GEF assay, Rap1b-BODIPY-GDP exchange fluorescence. 360,000 tested, 0.14% active. Potency, µM (doses to about 115 µM), without a hit: top-dose activity change, negative = inhibition, usual class: inhibitors. Rap guanine nucleotide exchange factor 3 (Homo sapiens), O95398. AID 720709, 2013;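 further: potency means the concentration at half of the fitted maximal effect; plate controls were vehicle for no effect and positive control for full effect; nearly all actives have a fitted effect of over 50% in size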
FUS suppressor: qHTS for Suppressors of FUS Proteinopathy: Primary screen using FUS-linked yeast assay | 390,000 tested, 0.24% active | Potency, µM (titrated, usually from 76.6 µM), for inactives: at the highest dose growth rescue (activation), usual class: activators | S. cerevisiae FUS-expressing, growth rescue, OD600, 24 h;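 further: potency means the concentration at half of the fitted maximal effect; plate controls were DMSO vehicle for no effect and reference control for full effect; nearly all actives have a fitted effect of over 55% in size; some results filed as inactive show a strong effect at the top dose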
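Steps: raffinose overnight preculture; dilution to OD 0.005 in 2% galactose minimal medium; compound addition (concentration series); 24hr at 30C, 99% humidity; absorbance read at 600 nm.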
aSyn rescue: qHTS of alpha-syn Inhibitors; Yeast expressing alpha-synuclein, growth rescue, BacTiter-Glo, 24 h; Potency, µM (highest dose often 46.1 µM), without a hit: at the highest dose growth rescue (activation), actives largely listed as activators; 370,000 tested, 0.14% active; AID 652106, 2013; further: potency means the concentration at half of the fitted maximal effect; % of control where 0% means no effect; nearly all actives have a fitted effect of over 65% in size
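Screening used galactose-induced yeast with toxic alpha-synuclein levels, exposed to compound for 24 hr at 30 deg C. Cell growth, read with BacTiter-Glo luminescence, gave the measured signal.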
IL-2 act: qHTS of IL-2 Activators; IL-2 activation reporter assay, cell-based qHTS; stimulated with anti-CD3/CD4/CD28 beads; in transgenic mouse T cells; 360,000 tested, 0.065% active; activation, % (series mostly up to about 46 µM); in the data active means activation above about 50%; inconclusive means mostly about 30% to 49%; further: 0% is about no effect
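Unstimulated transgenic mouse T cells, 750 per well, received compound and, after 60 minutes, anti-CD3/anti-CD4 bead plus anti-CD28 stimulation. EGFP and DsRed were quantified after 18 hours.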
EPAC1 ag: qHTS for Agonist of cAMP-regulated guanine nucleotide exchange factor 3 (EPAC1): primary screen. Rap guanine nucleotide exchange factor 3 (Homo sapiens), O95398. EPAC1 agonist qHTS, biochemical assay; response scale: 100% = response to 6.5 mM cAMP. Potency, µM (doses to about 154 µM), for the others: top-dose activation, hits mostly activators. 360,000 tested, 0.073% active; further: potency means the concentration at half of the fitted maximal effect; nearly all actives have a fitted effect of over 60% in size
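Nucleotide exchange by EPAC1 (100 nM) on Rap1B–BODIPY-GDP (250 nM) in the presence of 50 uM GDP is tracked fluorescently at 480/540 nm over 30 min. Signals are normalized to a 6.5 mM cAMP control.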
Abeta yeast res: qHTS for compounds that reverse cellular toxicity of Amyloid beta (A-beta) peptide in yeast: Primary Screen; AID 1347071, 2019; Potency, µM (top dose mostly 46.1 µM), without a hit: at the top dose growth rescue, most hits filed as activators; 410,000 tested, 0.063% active; yeast expressing A-beta42, growth rescue, OD600, 48 h; response scale: 0% DMSO, 100% iron-clioquinol control; further: potency means the concentration at half of the fitted maximal effect; nearly all actives have a fitted effect of over 55% in size
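Growth rescue measured by 600 nm absorbance after 48 h yeast culture at 30 C with compound. Values normalized between DMSO and an equimolar ferric chloride plus clioquinol control.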
PI5P4Ka inh: qHTS for Inhibitors of phosphatidylinositol 5-phosphate 4-kinase (PI5P4K). max response, %. 330,000 tested, 1.2% active. AID 652105, 2013. PI5P4Kalpha enzyme, ADP-Glo luminescence, 60 min; stronger effect = lower value. Phosphatidylinositol 5-phosphate 4-kinase type-2 alpha (Homo sapiens), P48426; active means max response of -50% or lower; inconclusive means between -30% and -50%; inactive means -30% or higher; further: value at the top dose of about 77 µM; on the % scale 0 is the no-effect control and ±100 the full control effect
Target sequence (P48426 whole entry, looked up): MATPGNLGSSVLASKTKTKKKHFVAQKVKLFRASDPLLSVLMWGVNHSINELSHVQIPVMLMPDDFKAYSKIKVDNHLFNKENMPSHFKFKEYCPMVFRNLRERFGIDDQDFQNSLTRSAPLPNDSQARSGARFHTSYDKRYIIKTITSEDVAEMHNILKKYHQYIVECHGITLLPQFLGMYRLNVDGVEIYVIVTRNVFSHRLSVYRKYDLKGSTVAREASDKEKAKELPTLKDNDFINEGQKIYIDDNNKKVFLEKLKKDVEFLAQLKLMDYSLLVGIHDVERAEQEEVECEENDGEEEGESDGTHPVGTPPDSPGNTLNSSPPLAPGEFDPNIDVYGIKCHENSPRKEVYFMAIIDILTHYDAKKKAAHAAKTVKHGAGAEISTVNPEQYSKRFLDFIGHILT
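ADP-Glo luminescence end-point after a 60 min room-temperature kinase reaction. PI5P4Kalpha and substrate in HEPES pH 7.4 buffer with EGTA, 0.1% CHAPS and 5% DMSO; ATP at 5 microM final.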
WRN inhibitor: qHTS for Inhibitors of WRN Helicase | Bifunctional 3'-5' exonuclease/ATP-dependent helicase WRN (Homo sapiens), Q14191 | WRN helicase unwinding, fluorescent forked duplex, kinetic | Potency, µM (highest dose often 114 µM), for the others: at the highest dose activity change, negative = inhibition, usual class: inhibitors | 360,000 tested, 0.46% active | AID 651768, 2012; further: potency means the concentration at half of the fitted maximal effect; on the % scale 0 is the no-effect control and ±100 the full control effect; nearly all actives have a fitted effect of over 55% in size
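Kinetic red-fluorescence monitoring (525/598 nm) tracks WRN helicase activity after 100 nM fluorophore-quencher forked duplex and 2 mM ATP are added to 20 nM enzyme pretreated 15 min at room temperature with compound.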
PLK1 PBD block: qHTS for Inhibitors of PLK1-PDB (polo-like kinase 1 - polo-box domain): Primary Screen; 360,000 tested, 2.8% active; Plk1 PBD binding of FITC phosphopeptide, fluorescence polarization; AID 720504, 2013; Potency, µM, for the others: max response, negative = inhibition, actives largely listed as inhibitors; further: potency means the concentration at half of the fitted maximal effect; series mostly up to about 57 µM; on the % scale 0 is the no-effect control and ±100 the full control effect; nearly all actives have a fitted effect of over 65% in size
Target sequence (P53350 whole entry, looked up, the tested form may be a part): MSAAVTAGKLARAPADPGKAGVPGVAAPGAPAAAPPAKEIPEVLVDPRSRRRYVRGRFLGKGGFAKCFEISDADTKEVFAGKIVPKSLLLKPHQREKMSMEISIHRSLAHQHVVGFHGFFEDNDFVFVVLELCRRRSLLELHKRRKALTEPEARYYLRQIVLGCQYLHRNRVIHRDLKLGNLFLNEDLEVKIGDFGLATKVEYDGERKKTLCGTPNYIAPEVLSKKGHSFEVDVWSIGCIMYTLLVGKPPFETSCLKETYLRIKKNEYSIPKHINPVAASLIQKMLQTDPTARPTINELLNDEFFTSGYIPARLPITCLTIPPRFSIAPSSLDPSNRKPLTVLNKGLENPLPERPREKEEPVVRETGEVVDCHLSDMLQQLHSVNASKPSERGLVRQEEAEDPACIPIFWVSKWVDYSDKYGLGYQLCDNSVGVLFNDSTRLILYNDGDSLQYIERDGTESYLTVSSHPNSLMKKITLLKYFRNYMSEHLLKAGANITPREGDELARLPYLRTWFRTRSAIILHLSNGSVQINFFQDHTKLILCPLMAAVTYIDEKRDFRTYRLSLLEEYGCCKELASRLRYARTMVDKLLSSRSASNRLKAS
An asterisk follows results filed as active; ? = inconclusive; . = not tested or not shown; & = joins results of further samples; [ ] = remark or other dose. Unless noted, the call rests on the fitted dose curve; in most records, active means well fitted curve in the direction sought with a large enough effect; inconclusive means small, poorly fitted or top-dose-only effect, or another doubt; inactive means no such curve, though single readings can be large; an effect the other way counts as inactive or inconclusive.

Sample of the layout:
The line under a structure holds: EPAC1 antagonist	FUS suppressor	aSyn rescue	IL-2 act	EPAC1 ag	Abeta yeast res	PI5P4Ka inh	WRN inhibitor	PLK1 PBD block
Cc1nnc(-c2cnn(C)c2N)n1Cc1cccc(Cl)c1
    -7%	6%	1%	1.8	14%	12%	-2	0%	-3%
CC(=O)c1c(C)oc2ccc(N(C(=O)c3ccncc3)S(=O)(=O)c3ccccc3)cc12
    -11%	18%	9%	0.3	4%	1%	-7	-2%	-5%
OCCN1CCN(CC(O)COc2ccc(Cl)cc2)CC1 (stereo not drawn)
    8%	-12%	1%	0.3	5%	-5%	-5	-9%	1%

Main list, from the first entry:
The line under a structure holds: EPAC1 antagonist	FUS suppressor	aSyn rescue	IL-2 act	EPAC1 ag	Abeta yeast res	PI5P4Ka inh	WRN inhibitor	PLK1 PBD block
Cc1nnc(-c2cnn(C)c2N)n1Cc1cccc(Cl)c1
    -7%	6%	1%	1.8	14%	12%	-2	0%	-3%
CC(=O)c1c(C)oc2ccc(N(C(=O)c3ccncc3)S(=O)(=O)c3ccccc3)cc12
    -11%	18%	9%	0.3	4%	1%	-7	-2%	-5%
OCCN1CCN(CC(O)COc2ccc(Cl)cc2)CC1 (stereo not drawn)
    8%	-12%	1%	0.3	5%	-5%	-5	-9%	1%
Cc1cc(C(=O)CSC(C)c2nc3ccccc3c(=O)[nH]2)c(C)n1C (stereo not drawn)
    -6%	51%	-6%	-1.4	5%	20%	-9	2%	-15%
CC(C)CSc1oc(-c2ccco2)nc1S(=O)(=O)c1ccccc1
    -4%	30%	-4%	-0.4	-15%	-10%	?	-15%	-18%
COc1cc(C=O)ccc1OCCSc1ccc(C)cc1
    -3%	28%	-2%	0.0	18%	3%	.	-6%	-5%
COc1cc(NC(=O)c2ccc(-c3cccc([N+](=O)[O-])c3)o2)ccc1NC(=O)C(C)C
    18%	28%	0%	-2.1	-16%	7%	7	-3%	-5%
CC(C)(C)c1csc(NC(=O)c2cccnc2Cl)n1
    -11%	7%	0%	-1.4	-1%	25%	3	-10%	8%
CCCn1c2ccccc2c2nnc(SCC(=O)Nc3ncccn3)nc21
    10%	-3%	-5%	-0.2	-5%	-10%	5	-2%	-11%
CCn1c(SCC(=O)Nc2ccc(OC)c(OC)c2)nnc1-c1cnccn1
    -6%	3%	0%	-1.3	15%	11%	9	-7%	-3%
COC(=O)CCCC1=CC2=CC(=O)C(C)(OC(=O)c3cccs3)C(=O)C2=CN1CCCOC(C)C (stereo not drawn)
    -2%	18%	1%	-0.1	-15%	5%	2	4%	-10%
CCCCn1c(-c2csc(CCC)c2)n[nH]c1=S
    -20%	11%	-4%	-0.1	5%	?	-9	-5%	-27%
FC(F)(F)c1cnc2c(-c3ccccc3)n[nH]c2c1
    -12%	9%	8%	0.1	-2%	17%	22	-13%	-2%
NS(=O)(=O)c1ccc(NC(=S)NC2CCCCC2)cc1
    -12%	5%	-4%	-0.2	4%	-9%	-7	6%	11µM*
CCOC(=O)CC1CCCCN1C(=O)c1ccc2oc(CCc3ccccc3)nc2c1 (stereo not drawn)
    4%	20%	8%	-1.4	-4%	3%	-2	0%	-14%
O=C(NCc1ccncc1)C1CCCCC1
    1%	-14%	1%	-2.0	5%	2%	-12	3%	27µM*
O=C(NCCc1ccc(Cl)cc1)C1COc2ccccc2O1 (stereo not drawn)
    -1%	18%	0%	0.8	1%	23%	-1	5%[11.6 µM]	0%
O=C(Cn1nnc2ccccc2c1=O)N[C@@H](Cc1ccccc1)C(=O)O
    -8%	-5%	0%	-0.9	3%	9%	0	-5%	-7%
CCOc1ccc(CCNC(=O)c2cc(-c3ccccc3)c(N3CCOCC3)s2)cc1OCC
    -30%	?	-10%	5.1	8%	4%	5	4%	-15%
Cc1cccc(NC(=O)C2Cc3ccccc3CN2C(=O)OCc2ccccc2)c1C (stereo not drawn)
    -7%	.	-1%	-3.5	-2%	6%	11	6%	4%
COc1ccc(NC(=O)C2Cc3c(-c4ccc(Cl)cc4)ccnc3O2)cc1OC (stereo not drawn)
    -17%	44%	6%	3.1	8%	8%	1	-8%	-4%
Cc1ccc([N+](=O)[O-])cc1N(CC(=O)Nc1ccc(S(=O)(=O)Nc2cccc(C(F)(F)F)c2)cc1)S(C)(=O)=O
    ?	?	-4%	-0.8	-1%	0%	1	-4%	-10%
CCN(CC)CCOC(=O)C1(C2CCCCC2)CCCCC1
    -10%	-36%	1%&-3%	-0.4	-8%	-8%	0	-4%	-21%
CCOc1ccccc1-c1nc(-c2ccc(NC(=O)Cc3ccc(OC)cc3)cc2)no1
    1%	13%	-2%	0.2	-1%	-11%	5	-28%[57.1 µM]	-8%
CON(C)S(=O)(=O)c1cccc(C(=O)NC2CCSc3ccccc32)c1 (stereo not drawn)
    -14%	30%	-1%	1.2	3%	10%	1	10%	-12%
CCN1CCN(C2=C(NS(=O)(=O)c3ccc(Br)cc3)C(=O)c3ccccc3C2=O)CC1
    -23%	6%	-3%	0.7	-9%	-17%	2	1%	-19%
CCOc1ccc(OCCSc2ccc(S(=O)(=O)N3CCN(C)CC3)cn2)cc1
    -27%	14%	5%	0.2	14%	-10%	16	-1%	-4%
CCOc1cc(C(=S)N2CCOCC2)ccc1OC(=O)/C=C/c1ccc(OC)c(OC)c1
    -29%	.	0%	0.4	1%	9%	11	20%	-18%
COc1ccc(OC)c(S(=O)(=O)Nc2cccc(F)c2)c1
    6%	14%	4%	0.0	8%	-1%	.	-1%	-3%
COc1ccc(NC(=O)COC(=O)CCNS(=O)(=O)c2ccccc2)cc1OC
    11%	14%	1%	-1.5	4%	-21%	0	-5%	-4%
Cc1cc2c3ccccc3[nH]c(=O)n2n1
    1%	-8%	-6%	-3.2	-6%	0%	-4	-10%	-1%
Cn1c(=O)c2c(nc(CN3CCN(C(=O)c4ccco4)CC3)n2CCCc2ccccc2)n(C)c1=O
    13%	?	6%	-4.9	-1%	0%	5	2%	-16%
CCCNC(=O)c1cn(CC)c2cc(N3CCN(C(=O)c4ccco4)CC3)c(F)cc2c1=O
    -5%	?	21%	0.1	5%	.	-6	-1%	-3%
Oc1ccc2ccccc2c1C=NCc1cn2ccsc2n1
    7%	-9%	2%	0.5	-13%	-29%	.	-11%	?
CC(C)CCNC(=O)CCc1nnc2n(CCCOC(C)C)c(=O)c3ccccc3n12
    5%	9%	4%	-1.9	-4%	-9%	-2	11%	5%
COc1ccc(N=C2SC(C(=O)O)CC(=O)N2C)cc1 (stereo not drawn)
    7%	-8%	-1%	-0.1	4%	-8%	6	9%	2%
O=C(CSc1nnc(CNC(=O)c2c(F)cccc2Cl)o1)NCc1ccccc1
    -1%	-2%	-1%	0.7	9%	16%	2	7%	-30%
CC1CCCN(c2ccc(F)cc2N)C1 (stereo not drawn)
    -13%	2%	-4%	1.4	-3%	-25%	1	-5%	-2%
C/C(=N/Nc1ccc(Cl)cc1)c1cnnc(-c2ccccc2)n1
    -13%	-30%	-7%	-0.1	5%	4%	-1	-21%	-5%
O=C(Cn1cnc2ccccc2c1=O)c1ccc(Br)cc1
    -17%	37%	11%	0.7	2%	-35%	0	6%	-15%
CCN1/C(=C/c2ccc3cc(C)ccc3[n+]2CC)Sc2cc(C)ccc21
    ?	-13%	-74%[inhibitor]	15	-19%	-89%[inhibitor]	-19	50µM*	5%
Cn1c(N=NC(=O)c2ccccc2)c(O)c2ccccc21
    -30%	11%	-7%	-3.6	-8%	-46%[inhibitor]	-20	-28%	27µM*
CC(=O)c1cccc(OCc2cc(C(=O)N(C)Cc3cnccn3)no2)c1
    -6%	20%	-1%	0.0	5%	1%	8	-4%	-9%
COCCN1C(=O)COc2ccccc2C1C(=O)NC1CCCCC1 (stereo not drawn)
    -11%	-17%	-7%	1.5	-13%	2%	-7	0%	-1%
CC(=O)c1cccc(NC(=O)c2cnn(-c3ccccc3)c2C)c1
    2%	-15%	1%	-0.7	1%	?	1	4%	2%
Cc1ccc(Nc2nc3ccccc3c(=O)[nH]2)cc1C
    13%	18%	3%	-0.4	-4%	-1%	0	-4%	1%
COc1ccc(NC(=O)CSc2ccc3nnc(-c4ccccn4)n3n2)cc1OC
    17%	11%	0%	-4.0	-2%	6%	-1	3%	0%
CC1CC1C(=O)N(C)CC(=O)Nc1ccc(Cl)c(C(F)(F)F)c1 (stereo not drawn)
    -4%	11%	0%	-0.5	-1%	13%	0	-4%	-1%
O=C(C[n+]1ccn(CCCNP2(=O)C=C(c3ccccc3)OC(c3ccccc3)=C2)c1)c1cccs1
    9%	14%	-8%	-0.7	17%	2%	3	-1%	1%
COC(=O)c1ccccc1NC(=O)C12CCC(C)(C(=O)O1)C2(C)C (stereo not drawn)
    -6%	19%	3%	-1.3	9%	-15%	.	0%	-9%
COc1ccc(CC(N)c2csc(NC(=O)Nc3ccc(OC)cc3)n2)cc1 (stereo not drawn)
    -1%	6%	-5%	-0.7	1%	-6%	-10	-2%	-2%
O=C(NCc1ccco1)c1sc2cc(Cl)ccc2c1Cl
    10%	11%	?	3.6	8%	-16%	.	-30%	-9%
COc1cccc(CNn2cnnc2)c1OCc1ccc(F)cc1
    -10%	7%	0%	0.3	0%	5%	0	5%	-2%

Screening data from PubChem.
